# All columns: NCI-60 one-dose screen, growth in % after 48 h at 10 µM unless noted; 100 = growth as untreated, 0 = no growth, -100 = all killed.
# MOLT-4 – MOLT-4 leukemia cells | 6.9% of 80,000 active
# K-562 – K-562 leukemia. 7.4% of 78,000 active. AID 1794777
# MDA-MB-435 – MDA-MB-435 melanoma. AID 1794794. 7.8% of 82,000 active
# RPMI-8226 – RPMI-8226 leukemia cells. 7.5% of 77,000 active
# MDA-MB-231 – MDA-MB-231 breast cancer | 5% of 81,000 active | AID 1794789
# MDA-MB-468 – MDA-MB-468 breast cancer; 8.5% of 78,000 active; AID 2202374
# SR – SR leukemia cells. 8.7% of 73,000 active
# MCF7 – MCF7 breast cancer; 6.3% of 82,000 active
# * = called active by the depositor; / = not tested or not shown. How the source made its calls: active means growth percent below 10; inactive means the rest.
Structure	MOLT-4	K-562	MDA-MB-435	RPMI-8226	MDA-MB-231	MDA-MB-468	SR	MCF7
Cc1[nH][nH]c(=O)c1C(CC(=O)O)c1ccc(Cl)cc1 (stereo not drawn)	102	106	/	/	104	107	113	98
CCCOC(=O)C1c2cc3c(cc2CC(C)C1C(=O)OCCC)OCO3 (stereo not drawn)	91	100	104	100	90	102	91	100
Brc1ccccn1	106	102	105	114	113	98	103	106
C=C1c2c(C)nn(-c3ccc(C)cc3)c2N(C)C23C[C@H]1C1(C)c4c(C)nn(-c5ccc(C)cc5)c4N(C)C(C)(C[C@H]12)C3 (stereo partly drawn)	98	95	106	88	89	95	84	88
O=C(/C=C/c1cc2ccccc2[nH]c1=O)c1ccc(C(=O)/C=C/c2cc3ccccc3[nH]c2=O)cc1	90	92	117	/	109	126	92	95
Cc1cc2nc3c4cc([N+](=O)[O-])ccc4n(CCN(C)C)c3nc2cc1C	1.4*	1.0*	-32*	-36*	-1.3*	-39*	-17*	4.7*
CCCC(=O)NC(c1ccc2c(c1)OCO2)c1ccc2cccnc2c1O (stereo not drawn)	2.2*	7.6*	27	13	31	-16*	-16*	5.9*
CCO/C=N/c1c(C#N)cnn1-c1cccc(F)c1	108	102	106	110	110	116	98	93
Cc1nc(Nc2ccccn2)sc1C(=O)/C=C/c1ccc(Br)cc1	80	13	15	42	71	27	17	8.5*
Cc1ccc(-n2c(-c3ccc(Cl)cc3)cc(C(=O)OCCO)c2C)cc1O	71	67	85	80	83	90	57	82
Nc1nc(SCc2cccnc2)c2ncn(C3OC(CO)C(O)C3O)c2n1 (stereo not drawn)	111	113	104	115	95	97	118	95
O=C(CCCC#Cc1cccc2nc(C3CC3)n(-c3ccccc3)c(=O)c12)NO	84	88	86	57	85	80	80	71
O=C(/C=C/c1cn(-c2ccccc2)nc1-c1ccccc1)NNC(=O)Nc1ccc(Cl)cc1	95	100	99	97	90	111	79	92
CC(C)OCCCNc1nc(Cl)nc2c1cnn2C	93	99	107	101	101	108	91	89
O=C1c2ccccc2C(=O)c2c1oc1ccc3ccccc3c21	104	101	91	76	60	-10*	61	22
O=C1NC(=C(Cl)Cl)/C(=N/S(=O)(=O)N2CCC(C3(C(F)(F)F)N=N3)CC2)N1	55	8.7*	71	24	71	33	13	75
C/C(=N\Nc1ccc(S(N)(=O)=O)cc1)c1cnn(-c2cc(=O)[nH]c3ccc(Br)cc23)c1C	19	35	4.4*	74	31	-11*	4.1*	23
CN(C)c1ccc(/C=C(\C#N)c2nc3ccccc3c(=O)[nH]2)cc1	118	118	87	140	76	/	154	74
NC1[C@H]2CN(c3cnc(C(=O)Nc4cc(F)cc5cccnc45)cn3)C[C@@H]12 (stereo partly drawn)	18	15	90	69	48	3.4*	8.4*	6.1*
CC1=CC2C(C(O)CC3(C)C2CC(C)C32OCOC23COCO3)C2(C)C/C(=C/O)C(=O)C=C12 (stereo not drawn)	-33*	2.4*	7.7*	/	18	-16*	-39*	5.4*
C=C(C)CCc1nccc2ccccc12	111	129	109	118	100	87	117	98
CCN1CCN(Cc2cn(CC(=O)Nc3ccc4c(ccn4Cc4ccccc4)c3)nn2)CC1	101	95	98	85	92	97	63	99
CS(=O)(=O)OC1CCC(OS(C)(=O)=O)C1 (stereo not drawn)	97	103	102	104	102	100	97	92
O=C(Cn1cc(CN2C(=O)c3ccc([N+](=O)[O-])cc3C2=O)nn1)Nc1ccc(Cl)cc1	104	98	105	99	98	110	/	90
Cc1[nH]c(-c2nc3ccccc3[nH]2)c(C)c1C(=O)N1CCc2sccc2C1	93	83	95	/	86	70	98	90
CN(C)c1ccc(/C=C/C(=O)c2ccc(NC(=O)CCN3CCCC3)cc2O)cc1	115	97	101	115	109	107	/	108
O=C(C[n+]1cccc(CO)c1)c1ccc(Br)cc1	97	99	101	101	96	102	95	100
N#C/C(=C1\NC(=O)CS1)c1nc2ccccc2s1	118	97	106	81	86	110	99	79
Cc1ccc(NCC(=O)Nc2ccccc2C(=O)O)c(C)c1	85	81	106	97	76	102	92	75
COc1ccc(/C=C/c2cc[n+](C)cc2)cc1OC	103	105	105	101	116	96	/	98
CCCCn1c(O)c(C=N)c(=O)n(CCCC)c1=O	97	94	104	102	89	92	/	95
Oc1cccc(CCc2ccc(Oc3cc(CCc4cccc(O)c4)cc(O)c3O)cc2)c1	18	/	69	40	73	83	36	78
CCOc1ccccc1Cn1ccnc1CCc1c(Cl)c(O)cc(O)c1C(=O)OC	92	95	110	87	97	106	91	92
O=P(c1ccccc1)(c1ccccc1)c1ccccc1	103	100	107	96	106	98	92	103
Cc1cccc(Cc2cnc(NC(=O)c3ccc4nnsc4c3)s2)c1	90	39	83	76	111	95	95	95
Cc1[nH]c(-c2cccc(O)c2)c2c1C(=O)CCCC2	86	61	73	66	64	54	61	65
CCN(CC)CCNC(=O)C1(c2ccccc2)CCCCC1	98	101	112	/	100	106	98	103
Cc1ccc(S(N)(=O)=O)cc1N	102	103	98	96	105	106	/	100
OC[C@@H](O)C(O[C@@H]1O[C@H](CO)[C@H](O)[C@H](O)[C@H]1O)[C@H](O)[C@@H](O)CO (stereo partly drawn)	106	104	95	103	97	95	87	106
CCCOc1nc2c(c(=O)n(C)c(=O)n2C)n1C	98	89	108	58	107	118	104	85
N#Cc1ncc(-c2ccc(F)c(F)c2)c(NC2CCCCCC2)n1	90	92	98	75	79	83	91	84
CC1=C([Se]CC(OC(=O)[C@@H](CO)NC(=O)OC(C)(C)C)C(=O)NC(C)(C)C)C(=O)c2ccccc2C1=O (stereo partly drawn)	-32*	-37*	-82*	-34*	-82*	-74*	/	-73*
COc1cccc2cc3c(nc12)CC(c1ccccc1)CC3=O (stereo not drawn)	111	95	103	104	111	128	83	110
CCCCNc1cc(Cl)nc(N)n1	98	89	113	/	112	101	116	91
Clc1ccc(-c2ccnc3c2c(-c2ccc(Cl)cc2)nn3-c2ccccc2)cc1	103	106	102	104	106	105	118	99
CC(=O)CC(c1cccs1)c1c(-c2ccccc2)[nH]c2ccccc12 (stereo not drawn)	87	77	98	78	87	100	/	92
COc1ccc(-c2cc3c4c(nc5ccccc5c4c2)CC(c2cc(OC)c(OC)c(OC)c2)O3)cc1 (stereo not drawn)	102	41	56	25	20	27	/	61
O=S(=O)(O)c1ccc2ccccc2c1	95	104	115	106	108	110	94	102
CC1(C)CC(=O)c2c(nn(-c3ccc(Br)cc3)c2-c2cn(-c3ccccc3)nc2-c2ccc(N)cc2)C1	86	84	99	75	93	111	99	86
Cc1c(C(=O)/C=C/Nc2ccc(C(=O)O)cc2)sc2nc3ccccc3n12	98	97	100	/	98	113	92	96
CCNC(=O)OCC	117	103	99	106	107	97	100	102
CCCCCCCCCCCCCCCCNC(=S)N/N=C/c1ccc(OC)cc1	106	105	107	93	95	108	106	102
O=C1OC(Cc2ccccc2)C1c1ccccc1 (stereo not drawn)	101	108	102	109	102	97	104	98
C1=CCC2OC2C1 (stereo not drawn)	100	95	99	97	111	104	99	103
NC(N)=Nc1ccc(Oc2cccc(NC(N)=Nc3ccc(I)cc3F)c2)cc1	79	70	85	62	84	35	48	63
COc1ccccc1S(=O)(=O)Nc1ccc2c3c(cc(-c4cnn(C5CC5)c4)nc13)C(=O)N2C	56	/	52	10	53	51	51	30
Nc1nc(Nc2cccc(F)c2)nc2ccccc12	40	6.6*	19	0.2*	44	8.8*	13	42
CCN(CC)CCCNC(=O)c1ccc(N)cc1	85	36	108	105	104	86	87	95
COc1ccc(-c2nnc(SCC(=O)Nc3ccc(C(C)=O)cc3)o2)cc1	91	88	102	92	95	94	72	93
C/C(=C(\C)c1ccc(N)cc1)c1ccc(N)cc1	81	105	99	92	96	96	93	100

# Reprinted at random: two records from the list, in no set order.
Structure	MOLT-4	K-562	MDA-MB-435	RPMI-8226	MDA-MB-231	MDA-MB-468	SR	MCF7
CC(=O)CC(c1cccs1)c1c(-c2ccccc2)[nH]c2ccccc12 (stereo not drawn)	87	77	98	78	87	100	/	92
C1=CCC2OC2C1 (stereo not drawn)	100	95	99	97	111	104	99	103

# Additional structures
Structure	MOLT-4	K-562	MDA-MB-435	RPMI-8226	MDA-MB-231	MDA-MB-468	SR	MCF7
O=Cc1cc(C=O)c(O)c(/C=C2/SC(=O)NC2=O)c1	103	102	99	104	99	101	103	97
COC(=O)c1nnn(-c2cccc(C(F)(F)F)c2)c1C(=O)c1ccc(Cl)c(Cl)c1	90	69	102	92	/	78	/	67
Cc1ccc(NC(=S)N/C=C(\c2ccccc2)S(=O)Cc2ccccc2)c(C)c1 (stereo not drawn)	94	98	98	94	104	100	96	90
COc1ccc(C(=O)NNc2nc(N3CCN(C4CCCCC4)CC3)nc(N3CCN(C(c4ccccc4)c4ccccc4)CC3)n2)cc1	36	53	73	52	83	17	41	65
C#CCN=C(N/N=C/c1ccc(Cl)cc1)NS(=O)(=O)c1c[nH]ccc1=S	102	114	104	101	108	94	98	129
CCCCCCCCCCCC[n+]1ccc(C(N)=O)cc1	14	7.8*	34	-6.0*	28	-42*	14	40
CN(C)c1ccc(C(=O)c2ccc([N+](=O)[O-])cc2)cc1	99	94	99	99	112	107	97	98
CSC1=NC(c2ccc(Cl)cc2)C(C(C)=O)=C(C)N1 (stereo not drawn)	100	92	107	103	99	103	90	99
C#Cc1cccc(Nc2ncnc3cc4c(cc23)OCCOCCOCCO4)c1	53	36	25	70	67	-27*	53	56
CC(=O)n1cc(CS)c(=O)[nH]c1=O	101	103	101	99	109	103	98	107
O=C1c2cccc3c(N4CCCCC4)ccc(c23)C(=O)N1c1nc2ccccc2s1	82	68	99	78	74	89	77	98
Cc1[nH]c2ccccc2c1/C=N/Nc1ncnc2sc3c(c12)CCN(CC(=O)OC(C)(C)C)C3	47	22	32	/	84	47	23	65
S=C1NCC(c2ccccc2)S1 (stereo not drawn)	100	99	109	104	111	108	/	99
CCCCCCCCCCN1C(=O)/C(=c2\sc3n(c2=O)C2C(NN=3)N(CC)C(=O)N2CC)c2ccccc21 (stereo not drawn)	103	101	90	131	93	93	94	94
O=C(/C(=C/c1ccc([N+](=O)[O-])cc1)c1ccccc1)c1ccccc1	-2.9*	3.8*	11	-11*	54	51	0.2*	26
O=c1c2cc(F)ccc2sc2c(NCCCNCCO)nc3ccccc3c12	-32*	-44*	-82*	/	-33*	-73*	-45*	-51*
COc1cc(NCCCCN=C(N)NC(N)=NC(C)C)c2ncccc2c1	54	39	110	18	21	-62*	98	-94*
COC(=O)CC(NS(=O)(=O)/N=C1\NC(=O)NC1=C(Cl)Cl)C(=O)OC (stereo not drawn)	106	115	108	108	106	92	109	98
c1ccc(CC[C@@H]2C[C@@H]3Cc4ccc5ccccc5c4N2O3)cc1	85	82	98	92	98	127	87	96
N#Cc1c(-c2ccc(F)cc2)nc(SCc2ccccc2)nc1N1CCOCC1	97	84	102	97	89	111	/	100
COc1cc2c3c([nH]c(=O)c2c(O)c1OC)CCCC3	90	108	86	84	78	83	47	74
COC(=O)C(C)(C)C1Oc2cc(C)c(Cl)cc2C(=O)/C1=C\O (stereo not drawn)	88	92	101	101	109	90	100	97
CN=C(NCCCOC)c1ccc(NC(=O)c2ccc(C(=O)Nc3ccc(C(=NC)NCCCOC)cc3)cc2)cc1	86	104	96	98	125	/	81	106
CC1(CCc2ccccc2)NC(=O)N(CC(=O)Nc2c(F)cccc2F)C1=O (stereo not drawn)	103	107	176	94	108	/	95	108
NC1=NC(=O)NC1(c1ccccc1)c1ccccc1	88	89	104	94	94	/	98	100
O=c1cc(CSc2nnc(-c3ccccc3)n2-c2ccc(F)cc2)c2ccc3ccccc3c2o1	83	83	112	101	91	93	89	99
O=c1[nH]n(C(=S)N/N=C/c2ccccc2O)c(=O)c2ccccc12	95	81	102	100	/	96	88	84
COc1ccc(/C=C2/C(=O)ON=C2C)cc1	107	100	109	99	97	103	115	106
Cc1sc2c(c1C)C(c1ccc(Cl)cc1)=N[C@@H](CC(=O)NCCCCCNC(=O)COc1ccc(C3CCC(=O)NC3=O)cc1)c1nnc(C)n1-2 (stereo partly drawn)	16	28	20	-3.9*	5.0*	-21*	37	/

# In the list so far, 11 have fluorine:
Structure	MOLT-4	K-562	MDA-MB-435	RPMI-8226	MDA-MB-231	MDA-MB-468	SR	MCF7
CCO/C=N/c1c(C#N)cnn1-c1cccc(F)c1	108	102	106	110	110	116	98	93
O=C1NC(=C(Cl)Cl)/C(=N/S(=O)(=O)N2CCC(C3(C(F)(F)F)N=N3)CC2)N1	55	8.7*	71	24	71	33	13	75
NC1[C@H]2CN(c3cnc(C(=O)Nc4cc(F)cc5cccnc45)cn3)C[C@@H]12 (stereo partly drawn)	18	15	90	69	48	3.4*	8.4*	6.1*
N#Cc1ncc(-c2ccc(F)c(F)c2)c(NC2CCCCCC2)n1	90	92	98	75	79	83	91	84
NC(N)=Nc1ccc(Oc2cccc(NC(N)=Nc3ccc(I)cc3F)c2)cc1	79	70	85	62	84	35	48	63
Nc1nc(Nc2cccc(F)c2)nc2ccccc12	40	6.6*	19	0.2*	44	8.8*	13	42
COC(=O)c1nnn(-c2cccc(C(F)(F)F)c2)c1C(=O)c1ccc(Cl)c(Cl)c1	90	69	102	92	/	78	/	67
O=c1c2cc(F)ccc2sc2c(NCCCNCCO)nc3ccccc3c12	-32*	-44*	-82*	/	-33*	-73*	-45*	-51*
N#Cc1c(-c2ccc(F)cc2)nc(SCc2ccccc2)nc1N1CCOCC1	97	84	102	97	89	111	/	100
CC1(CCc2ccccc2)NC(=O)N(CC(=O)Nc2c(F)cccc2F)C1=O (stereo not drawn)	103	107	176	94	108	/	95	108
O=c1cc(CSc2nnc(-c3ccccc3)n2-c2ccc(F)cc2)c2ccc3ccccc3c2o1	83	83	112	101	91	93	89	99

# Bioassay records (PubChem BioAssay)
